GDH-TPI inh: GDH-TPI coupling enzyme inhibitors, primary screen, artefact control for M. tuberculosis FBA inhibitor project, biochemical, absorbance, full deck. GDH-TPI coupled enzyme counterscreen, NADH absorbance. inhibition, % at 4.8 µM. 360,000 compounds, 1.2% hits. AID 588335, 2011; in the data active = inhibition above about 30%;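 also: 0% = DMSO wells and 100% = wells lacking the enzyme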
MazF activator: activators of E. coli MazEF toxin-antitoxin RNase, primary screen, biochemical, fluorescence, uHTS; AID 504720, 2011; activation, % at 20 µM; Endoribonuclease toxin MazF (Escherichia coli (strain K12)), P0AE70; FAM/BHQ RNA-DNA oligo cleavage fluorescence, 5 h; 350,000 compounds, 0.32% hits; in the data active = activation above about 50%
Target sequence (P0AE70 whole entry, looked up): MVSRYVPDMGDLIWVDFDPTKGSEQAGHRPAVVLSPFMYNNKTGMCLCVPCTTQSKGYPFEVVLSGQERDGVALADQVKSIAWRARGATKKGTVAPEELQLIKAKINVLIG
Rv3671c protease: Rv3671c serine protease inhibitors, primary screen, biochemical, fluorescence polarization, M. tuberculosis H37Rv | P9WHR9 | inhibition, % at 5.96 µM | 320,000 compounds, 0.048% hits; in the data active = inhibition above about 38%;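 also: extracellular domain of Rv3671c used as enzyme; 0% = enzyme with DMSO and 100% = no enzyme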
Target sequence (P9WHR9 whole entry, looked up, the tested form may be a part): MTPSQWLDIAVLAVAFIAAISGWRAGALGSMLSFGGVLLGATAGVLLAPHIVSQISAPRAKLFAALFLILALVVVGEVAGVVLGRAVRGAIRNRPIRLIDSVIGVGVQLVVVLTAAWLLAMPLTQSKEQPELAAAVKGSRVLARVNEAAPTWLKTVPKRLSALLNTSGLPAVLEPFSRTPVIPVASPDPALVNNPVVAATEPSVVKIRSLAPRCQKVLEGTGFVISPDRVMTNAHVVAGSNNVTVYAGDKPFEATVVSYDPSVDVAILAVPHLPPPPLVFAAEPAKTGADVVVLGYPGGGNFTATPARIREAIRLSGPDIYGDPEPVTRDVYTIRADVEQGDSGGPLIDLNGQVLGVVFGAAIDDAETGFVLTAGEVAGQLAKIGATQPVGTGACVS
Mtb UGM inh: M. tuberculosis UGM enzyme inhibitors, primary screen, biochemical, fluorescence polarization, single point | 320,000 compounds, 0.06% hits | inhibition, % at 10 µM | AID 504406, 2011 | purified UGM, fluorescence polarization probe displacement; in the data active = inhibition above about 10%, passing the limit was not always enough; inconclusive = no clear call, values can overlap the other calls
BioA inh: M. tuberculosis BioA enzyme inhibitors, primary screen, biochemical, plate reader, single point, HTS; 360,000 compounds, 0.096% hits; inhibition, % at 9.99 µM; 7,8-diaminopelargonic acid synthase BioA (Mycobacterium tuberculosis); purified M. tuberculosis BioA enzyme; in the data active = inhibition above about 40%; inconclusive = no clear call, values can overlap the other calls
PrPC TRFRET: inhibitors of human cell surface prion protein PrPC, primary screen, cell-based, TR-FRET; inhibition, % at 13.8 µM; TR-FRET read-out; 370,000 compounds, 0.43% hits; Major prion protein (Homo sapiens), P04156; AID 720596, 2013; in the data active = inhibition above about 24%; also: 0% = median of the test wells and 100% = reference compound wells
FBA Mtb inh: Mtb FBA enzyme inhibitors, primary screen, biochemical, fluorescence, strain H37Rv. purified M. tuberculosis FBA, fluorescence read-out. inhibition, % at 1 µM. 360,000 compounds, 2.3% hits; in the data active = inhibition above about 27%;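 also: 0% = vehicle and 100% = reference inhibitor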
Target sequence (P9WQA3 whole entry, looked up): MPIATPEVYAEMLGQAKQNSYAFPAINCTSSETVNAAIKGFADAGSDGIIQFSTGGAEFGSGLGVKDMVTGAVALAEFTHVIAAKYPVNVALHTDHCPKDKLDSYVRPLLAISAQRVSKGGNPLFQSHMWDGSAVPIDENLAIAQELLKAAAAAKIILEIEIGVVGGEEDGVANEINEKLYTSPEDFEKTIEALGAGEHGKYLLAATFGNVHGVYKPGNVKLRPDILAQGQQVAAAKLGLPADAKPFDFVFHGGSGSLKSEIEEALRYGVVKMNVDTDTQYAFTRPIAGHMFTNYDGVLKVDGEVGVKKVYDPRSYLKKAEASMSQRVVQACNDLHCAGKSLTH
FadD28 FP inh: inhibitors of FadD28 bisubstrate probe binding, primary screen, biochemical, fluorescence polarization, single point; 360,000 compounds, 0.22% hits; Mycobacterium tuberculosis FadD28 fatty-acid-AMP ligase; inhibition, % at 12.5 µM; in the data active = inhibition above about 8.5%, passing the limit was not always enough; inconclusive = no clear call, values can overlap the other calls
BoNT F protease: BoNT/F light chain protease inhibitors, primary screen, biochemical, flow cytometry, MLPCN library. inhibition, % at 10 µM. 360,000 compounds, 0.22% hits. Multiplex microsphere protease cleavage assay. Botulinum neurotoxin type F light chain protease (Clostridium botulinum); in the data active = inhibition above about 35%, passing the limit was not always enough; inconclusive = no clear call, values can overlap the other calls; also: plate controls were buffer without enzyme for full effect and enzyme alone for no effect
* hit, by the source's call; & = joins results of further samples.

`CCOC(=O)c1c(NC(=O)Cn2nnc(-c3ccc(Cl)cc3)n2)sc(C)c1C` gave GDH-TPI inh 1, MazF activator -5, Rv3671c protease -5, Mtb UGM inh -1.6, BioA inh 0.6, PrPC TRFRET 4, FBA Mtb inh 5 and FadD28 FP inh -0.1.
CCOC(=O)N1CCC2(CC1)C(C#N)=C(N)OC1=C2C(=O)CC(C)C1 (stereo unspecified) was read as GDH-TPI inh 7, MazF activator -3, Rv3671c protease -5, Mtb UGM inh 1.0, BioA inh -0.3, PrPC TRFRET -1, FBA Mtb inh 1, FadD28 FP inh -0.5 and BoNT F protease 2.
For CCOC(=O)c1c(NC(=O)CSc2nnnn2C)sc(C(=O)N(C)C)c1C the results were GDH-TPI inh -1, MazF activator -1, Rv3671c protease -10, Mtb UGM inh -2.1, PrPC TRFRET 1, FBA Mtb inh -2, FadD28 FP inh 0.3 and BoNT F protease -9.
`CCc1ccc(NC(=O)CS(=O)CC(=O)Nc2ccc(N3CCOCC3)cc2)cc1` (stereo unspecified) gave GDH-TPI inh 0, MazF activator 30, Rv3671c protease -14, Mtb UGM inh 1.6, BioA inh 0.7, PrPC TRFRET 4, FBA Mtb inh -1, FadD28 FP inh -1.0 and BoNT F protease 3.
Screening CC(NS(C)(=O)=O)C(c1cccs1)N1CCN(c2ccc(F)cc2)CC1 (stereo unspecified) returned GDH-TPI inh -8, MazF activator -5, Rv3671c protease 1, Mtb UGM inh -1.9, BioA inh 0.4, PrPC TRFRET 5, FBA Mtb inh 2, FadD28 FP inh -3.0 and BoNT F protease 2.
`COc1ccc(N(C(C)C(=O)Nc2cccnc2)S(C)(=O)=O)cc1` (stereo unspecified) gave GDH-TPI inh 0, MazF activator 7, Rv3671c protease -3, Mtb UGM inh -0.8, PrPC TRFRET 2, FBA Mtb inh 1, FadD28 FP inh 0.2 and BoNT F protease 1.
Screening Cc1nc2cc(-c3ccccc3)[nH]n2c(=O)c1C returned GDH-TPI inh 6, MazF activator 1, Rv3671c protease 0, Mtb UGM inh -0.8, BioA inh -0.2, PrPC TRFRET -3, FBA Mtb inh 33*, FadD28 FP inh -2.5 and BoNT F protease -1.
Cc1ccc(NC(=O)CSc2nc3ccccc3c3nc4ccccc4n23)cc1 was read as GDH-TPI inh -1, MazF activator 27, Rv3671c protease -2, Mtb UGM inh -2.1, BioA inh 1.8, PrPC TRFRET -1, FBA Mtb inh -4, FadD28 FP inh -3.7 and BoNT F protease 1.
`CN1CCC(c2c[nH]c3ccccc23)C1` (stereo unspecified) gave GDH-TPI inh -3, MazF activator -3, Rv3671c protease -3, Mtb UGM inh 2.6, PrPC TRFRET -1, FBA Mtb inh 2, FadD28 FP inh 1.2 and BoNT F protease 0.
`Cc1nc2c(OCCC3CCCCC3)cccn2c1N(C)C(=O)CCC1CCCC1` gave GDH-TPI inh 6, BioA inh -0.1, PrPC TRFRET 3, FBA Mtb inh 2, FadD28 FP inh -2.5 and BoNT F protease -6.
Screening CCOC(=O)C1=C(COC(=O)/C=C/c2cccc([N+](=O)[O-])c2)NC(=O)NC1C (stereo unspecified) returned GDH-TPI inh 4, MazF activator 1, Rv3671c protease -1, Mtb UGM inh 2.1, PrPC TRFRET 1, FBA Mtb inh 0, FadD28 FP inh 0.2 and BoNT F protease -7.
For CC(=O)N1CCOc2ccc(S(=O)(=O)N3CCC(C(=O)NCc4ccccc4)CC3)cc21 the results were GDH-TPI inh -4, MazF activator -3, Rv3671c protease -4, Mtb UGM inh 0.2, BioA inh -0.3, PrPC TRFRET 5, FBA Mtb inh -3, FadD28 FP inh -1.7 and BoNT F protease -1.
Cc1cc(C)cc(Nc2ncc3c(n2)CCCC3=O)c1 was read as GDH-TPI inh 20, MazF activator 12, Rv3671c protease 7, Mtb UGM inh 1.2, BioA inh 2.3, PrPC TRFRET 4, FBA Mtb inh 2, FadD28 FP inh -1.6 and BoNT F protease 4.
CC(C)C(=O)Nc1ccc(Cc2ccc(NC(=O)C(C)C)c(O)c2)cc1O was read as GDH-TPI inh 5, MazF activator -6, Rv3671c protease 1, Mtb UGM inh 0.5, BioA inh 0.3, PrPC TRFRET 5, FBA Mtb inh -2, FadD28 FP inh 1.3 and BoNT F protease -2.
Screening Cc1cc(C(=O)COC(=O)c2ccc(O)cc2)c(C)n1-c1ccccc1F returned GDH-TPI inh -2, MazF activator -3, Rv3671c protease -7, Mtb UGM inh 0.4, PrPC TRFRET 2, FBA Mtb inh 6, FadD28 FP inh -4.3 and BoNT F protease -3.
Screening C/C=C(\C)CN1CCC(Oc2ccc(C(=O)NCc3ccccn3)cc2)CC1 returned GDH-TPI inh 12, MazF activator -2, Rv3671c protease 5, Mtb UGM inh -4.1, BioA inh -0.3, PrPC TRFRET 0, FBA Mtb inh -2, FadD28 FP inh -1.1 and BoNT F protease 2.
Cc1cccc(C)c1N1C(=O)CC(N(O)c2ccccc2)C1=O (stereo unspecified) was read as GDH-TPI inh 3, MazF activator -1, Rv3671c protease 4, Mtb UGM inh -0.7, PrPC TRFRET 2, FBA Mtb inh 3, FadD28 FP inh 0.2 and BoNT F protease 4.
Screening Cc1sc2ncnc(SCC(=O)NNC(=O)c3ccco3)c2c1C returned GDH-TPI inh -5, MazF activator -1, Rv3671c protease 0, Mtb UGM inh -0.8, PrPC TRFRET 21, FBA Mtb inh 0, FadD28 FP inh -2.6 and BoNT F protease -2.
For CCOC(=O)C1C(=O)NC2(C)CC1c1cc(OC)ccc1O2 (stereo unspecified) the results were GDH-TPI inh 2, MazF activator 0, Rv3671c protease 1, Mtb UGM inh 3.0, PrPC TRFRET 4, FBA Mtb inh -3, FadD28 FP inh -2.4 and BoNT F protease 14.
`O=C(O)CN1C(=O)/C(=C/c2ccsc2)SC1=S` gave GDH-TPI inh 1, MazF activator -15, Rv3671c protease -5, Mtb UGM inh 2.0, BioA inh -1.0, PrPC TRFRET -11, FBA Mtb inh -3, FadD28 FP inh -3.8 and BoNT F protease -2.
Screening O=C(Nc1cccnc1)c1cc(-c2ccco2)on1 returned GDH-TPI inh -1, MazF activator -7, Rv3671c protease -1, Mtb UGM inh 0.6, BioA inh 0.8, PrPC TRFRET -1, FBA Mtb inh 7, FadD28 FP inh -2.0 and BoNT F protease 1.
`CCCCN(C)CCn1c(=S)[nH]c2cc(OCC)c(OCC)cc2c1=O` gave GDH-TPI inh 1, MazF activator -1, Rv3671c protease -7, Mtb UGM inh -0.8, BioA inh -0.4, PrPC TRFRET 2, FBA Mtb inh 1, FadD28 FP inh 1.7 and BoNT F protease -2.
Screening CC(C)N(C(=O)CSc1nnc(CNc2ccc(F)cc2)o1)C(C)C returned GDH-TPI inh -3, MazF activator 3, Rv3671c protease -7, Mtb UGM inh 0.9, BioA inh -1.0, PrPC TRFRET 17, FBA Mtb inh 0, FadD28 FP inh -5.3 and BoNT F protease 7.
Screening O=C(Nc1ccc(Cl)cc1)c1cc2c(cc1O)[nH]c1ccccc12 returned GDH-TPI inh 15, MazF activator -12, Rv3671c protease 30, Mtb UGM inh -0.1, BioA inh 0.1, PrPC TRFRET -2, FBA Mtb inh 107*, FadD28 FP inh 2.3 and BoNT F protease -12.
`CCC(=O)Nc1cccc(NC(=O)CSc2nnnn2Cc2ccccc2)c1` gave GDH-TPI inh 4, MazF activator 2, Rv3671c protease 1, Mtb UGM inh 1.2, BioA inh -2.0, PrPC TRFRET -1, FBA Mtb inh 4, FadD28 FP inh -1.5 and BoNT F protease 0.
COc1ccc(CNC(=O)CCN2C(=S)NC(C)(C)CC2C)cc1 (stereo unspecified) was read as GDH-TPI inh 5, MazF activator 10, Rv3671c protease -1, Mtb UGM inh -1.0, BioA inh -1.9, PrPC TRFRET -2, FBA Mtb inh 0, FadD28 FP inh 0.9 and BoNT F protease -2.
For O=C(c1ccc(COc2ccc(F)cc2)o1)n1cccn1 the results were GDH-TPI inh -6, MazF activator -3, Rv3671c protease 1, Mtb UGM inh -0.3, PrPC TRFRET -1, FBA Mtb inh -8, FadD28 FP inh -1.6 and BoNT F protease -9.
CC(CCc1ccccc1)N1CCN(Cc2ccccc2)CC1 (stereo unspecified) was read as GDH-TPI inh -4, MazF activator -5, Rv3671c protease 1, Mtb UGM inh 0.3, BioA inh 0.4, PrPC TRFRET -3, FBA Mtb inh 1, FadD28 FP inh -4.3 and BoNT F protease 2.
For NC(=O)C1CCN(CC(=O)Nc2ccccc2Sc2ccccc2)CC1 the results were GDH-TPI inh -1, MazF activator -3, Rv3671c protease -1, Mtb UGM inh 1.8, PrPC TRFRET 2, FBA Mtb inh 1, FadD28 FP inh -2.2 and BoNT F protease -5.
O=C(NCCO)c1cccc(S(=O)(=O)N2CCCCC2)c1 was read as GDH-TPI inh 14, MazF activator -1, Rv3671c protease 10, Mtb UGM inh 4.6, BioA inh -1.0, PrPC TRFRET -6, FBA Mtb inh 1, FadD28 FP inh -1.7 and BoNT F protease -13.
COc1ccc(NC(=O)N(C)C[C@H]2OCCCC[C@@H](C)Oc3ccc(N(C)C)cc3C(=O)N([C@H](C)CO)C[C@@H]2C)cc1 was read as GDH-TPI inh 0, MazF activator 4, BioA inh -0.6&-0.3&-0.1, PrPC TRFRET -3, FBA Mtb inh 0, FadD28 FP inh -1.0 and BoNT F protease 0.
CCN(CC(=O)Nc1ccc(NC(C)=O)cc1)C(=O)c1ccc(N2C(=O)c3ccccc3C2=O)cc1 was read as GDH-TPI inh 2, MazF activator 6, BioA inh 2.1, PrPC TRFRET 11, FBA Mtb inh 1, FadD28 FP inh -1.1 and BoNT F protease -1.
For COc1ccc(OC)c(S(=O)(=O)Nc2ccc(O)c3ccccc23)c1 the results were GDH-TPI inh 10, MazF activator 2, Rv3671c protease -26, Mtb UGM inh 0.1, BioA inh -1.7, PrPC TRFRET -22, FBA Mtb inh 0, FadD28 FP inh -1.6 and BoNT F protease -14.
CCCn1nc(NC(=O)c2cccs2)c2cc3cc(C)ccc3nc21 was read as GDH-TPI inh 9, MazF activator -5, Rv3671c protease -9, Mtb UGM inh 2.7, BioA inh 0.9, PrPC TRFRET 2, FBA Mtb inh 12, FadD28 FP inh -6.2 and BoNT F protease inconclusive.
For COc1ccc(OC)c(NC(=O)/C=C/c2ccccc2[N+](=O)[O-])c1 the results were GDH-TPI inh 0, MazF activator 4, Rv3671c protease 2, Mtb UGM inh -0.5, BioA inh -1.4, PrPC TRFRET -20, FBA Mtb inh -8, FadD28 FP inh -1.0 and BoNT F protease -11.
`O=C(CCN1CCOCC1)NCC(=O)Nc1ccc(Br)cc1C(=O)c1ccccc1` gave GDH-TPI inh -1, MazF activator 1, Rv3671c protease 3, Mtb UGM inh -0.7, BioA inh -2.0, PrPC TRFRET -11, FBA Mtb inh 1, FadD28 FP inh -4.9 and BoNT F protease 12.
For Cc1ccccc1Cn1nc(C)c(NC(=O)C(F)(F)F)c1C the results were GDH-TPI inh -5, MazF activator 5, Rv3671c protease 3, Mtb UGM inh 1.6, BioA inh 0.6, PrPC TRFRET 0, FBA Mtb inh -1, FadD28 FP inh -5.0 and BoNT F protease -9.

Screening results: PubChem, several laboratories
